# Screening data from PubChem.
# Pf growth 48h: Primary qHTS for delayed death inhibitors of the malarial parasite plastid, 48 hour incubation; P. falciparum luciferase growth in erythrocytes, 48 h; Potency, µM (highest dose often 28.7 µM), without a hit: at the top dose activity change, negative = inhibition, actives largely listed as inhibitors; actives 5.9% (n = 310,000); AID 504832, 2011; also: potency is read from the fitted curve at half-maximal effect; % is scaled to controls: 0 for no effect and ±100 for the full control effect
#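 Parasite viability was followed by luminescence of a genomically integrated firefly luciferase. Cultures held 0.1% parasitemia at 2% hematocrit (final), incubated under 5% CO2 at 37 C.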
# HCV inhibitor: qHTS Assay for Inhibitors of Hepatitis C Virus (HCV). Huh7.5.1 HCVcc-Cre infection, luciferase reporter, 44 h. actives 3.4% (n = 340,000). Potency, µM (titrated, usually from 41.8 µM), without a hit: top-dose activity change, negative = inhibition, actives largely listed as inhibitors; also: potency is read from the fitted curve at half-maximal effect; % is scaled to controls: 0 for no effect and ±100 for the full control effect
#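 Whole-lifecycle infectious HCVcc-Cre system; cells 1,000/well, compound then virus (~0.5 moi) added 4 h after plating, 44 h culture. Luciferase read 15 sec following 15 min substrate incubation, room temp.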
# Cycloheximide cs: Cycloheximide Counterscreen for Small Molecule Inhibitors of Shiga Toxin | max response, % | actives 12% (n = 300,000) | cell reporter, cycloheximide protein synthesis inhibition counterscreen; in the data active = max response mostly above about 13%, no sharp cut-off; inactive = mostly below about 14%; also: read at 38.3 µM for the half of the compounds with a filed dose; 0% is about no effect
# Shiga inhibitor: A qHTS for Small Molecule Inhibitors of Shiga Toxin; actives 9.2% (n = 290,000); Vero cells, Shiga toxin protein synthesis inhibition reporter; inhibition, % at 38.7 µM; in the data active = inhibition mostly above about 28%, no sharp cut-off; inactive = mostly below about 43%; also: 0% is about no effect
# Pf growth 96h: Primary qHTS for delayed death inhibitors of the malarial parasite plastid, 96 hour incubation | AID 504834, 2011 | Potency, µM (series often up to 28.7 µM), for the others: top-dose activity change, negative = inhibition, usual class: inhibitors | P. falciparum luciferase reporter growth, 96 h | actives 6.9% (n = 320,000); also: potency is read from the fitted curve at half-maximal effect; % is scaled to controls: 0 for no effect and ±100 for the full control effect
#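 Luminescence readout: decreased luciferase signal marks inhibited growth of reporter-expressing P. falciparum in infected red cells (2% hematocrit, 0.05% parasitemia final), exposed to compound two generations (96 h, 37 C, 5% CO2).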
# Giardia FBPA inh: qHTS Assay for Inhibitors of Fructose-1,6-bisphosphate Aldolase from Giardia Lamblia; Potency, µM (doses to about 59.6 µM), for inactives: top-dose activity, negative = inhibition, actives largely listed as inhibitors; A8B2U2; purified Giardia FBPA; actives 0.71% (n = 290,000); also: potency is read from the fitted curve at half-maximal effect; % is scaled to controls: 0 for no effect and ±100 for the full control effect; nearly all actives have a fitted effect of over 55% in size
# Target sequence (A8B2U2 whole entry, looked up): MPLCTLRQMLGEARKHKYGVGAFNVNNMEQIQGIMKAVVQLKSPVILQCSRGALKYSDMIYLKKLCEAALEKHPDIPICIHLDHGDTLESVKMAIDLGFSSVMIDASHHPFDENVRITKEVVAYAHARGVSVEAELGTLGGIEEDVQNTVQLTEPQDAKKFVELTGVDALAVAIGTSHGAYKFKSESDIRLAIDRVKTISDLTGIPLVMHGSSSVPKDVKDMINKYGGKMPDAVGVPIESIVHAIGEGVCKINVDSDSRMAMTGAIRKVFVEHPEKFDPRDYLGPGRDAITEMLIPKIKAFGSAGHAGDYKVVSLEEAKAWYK
#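 Giardia FBPA (40 nM reagent) was preincubated 10 min at RT with compound (up to 57.5 uM final), then substrate plus GAPDH/TPI/NAD/arsenate coupling system with diaphorase/resazurin was added; resorufin fluorescence (525/598 nm) was read after 20 min.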
# The depositor's hits bear a star; ? = inconclusive; nt = no result given; & = joins results of further samples; [ ] = remark or other dose. Unless noted, calls follow the shape of the dose curve; as a rule, active = well fitted curve in the direction sought with a large enough effect; inconclusive = small, poorly fitted or top-dose-only effect, or another doubt; inactive = no such curve, though single readings can be large; an effect the other way counts as inactive or inconclusive.
SMILES,Pf growth 48h,HCV inhibitor,Cycloheximide cs,Shiga inhibitor,Pf growth 96h,Giardia FBPA inh
O=C(COc1ccc(C(=S)N2CCC(Cc3ccccc3)CC2)cc1)N1CCOCC1,-30.6%[5.75 µM],9.4%,-2.8,-3.0,?,-4.9%
CCCOc1ccccc1C1NC(=O)NC(C)=C1C(=O)OCCOCC (configuration not stated),-20.6%,3.5%,-2.3,-1.2,13.3%,-0.3%
COc1cc([N+](=O)[O-])cc2cc(C(=O)N3CCCC3)c(=O)oc12,-19.7%,-8.8%,-2.6,-9.5,?,0.8%
Cc1cc(C(=S)N2CCOCC2)c(C)n1-c1ccc(Cl)cc1,?,-2.7%,9.9,18.7,7.5%,?
COc1cc(CNc2nnnn2C)ccc1OCc1ccc(F)cc1Cl,-12.8%,-13.8%,-1.7,-1.7,20.0%,1.4%
COc1ccc2cc(C(=O)C3CCCN(Cc4ccccn4)C3)ccc2c1 (configuration not stated),9.28µM*,-19.7%,11.2,-1.1,-21.3%,-7.9%
CCOc1cccc(/C=N/N2CCN(c3ccc(Cl)cc3)CC2)c1O,-19.5%,?,-0.1,2.9,-18.7%,4.4%
NC(=O)CN1C(=O)NC2(CCCc3sccc32)C1=O (configuration not stated),-5.5%,13.0%,5.1,3.4,1.0%,-0.9%
CC(=O)N/C(=N/c1nc(C)cc(C)n1)Nc1ccc(C)cc1C,8.2%,-16.3%,-7.5,-2.0,26.0%,3.9%
CSc1nsc(SCC(=O)N2CCCCC2)n1,79.6%[activator],2.0%,52.8*,93.1*,-3.7%,12.1%
CCOC(=O)c1c(N)sc2c(OCC)c(Br)ccc12,-21.0%,10µM*,1.7,24.9,430.7%[activator],1.1%
CC(=O)N1CCN(C(=O)c2ccc(-n3c(C)ccc3C)cc2)CC1,?,3.2%,0.9,-2.6,?,-0.3%
O=C(O)CC(NC(=O)C(c1ccccc1)c1ccccc1)c1ccco1 (configuration not stated),5.0%,5.4%,-2.6,-14.8,6.2%,5.9%
Nn1c(SCC(=O)NCCCc2ccccc2)nnc1-c1cccnc1,11.4%,?,-1.9,-8.7,-2.1%,-14.8%
CC(C)/C(=N\NS(=O)(=O)c1ccc(Br)cc1)c1cccs1,19.7%,4.7%,-1.0,-2.8,?,12.1%
Clc1ccc(-n2nnnc2-c2ccccc2)cc1Cl,17.9%,18.7%,0.9,-2.0,57.6%[activator],4.5%
CN1CCN(c2nc3c(c(=O)n(C)c(=O)n3C)n2Cc2ccccc2)CC1,-16.5%,10.3%,-2.6,nt,-19.7%,0.7%
COc1ccc(/C=N/NC(=O)Nc2ccc3nsnc3c2)c(OC)c1,-9.9%,1.8%,-1.9,15.8,208.4%[activator],-3.2%
CCc1ccc(NC(=O)CSc2nc(=O)n(CCCN3CCOCC3)c3c2CCCC3)cc1,9.28µM*,-2.3%,nt,nt,?,nt
C/C(=N\OCC(=O)NC(C)C)c1cccs1,11.3%,10.0%,11.8,-4.3,36.9%[activator],5.8%
COc1cccc(OCCNC(=O)c2ccccc2Sc2ccccc2C#N)c1,-5.5%,?,-1.2,-10.5,-23.2%,0.0%
Cc1cc(C)c(NC(=S)N(CCCN2CCN(C)CC2)Cc2cccs2)c(C)c1,-30.0%,?,0.8,-14.7,10.4µM*,2.3%
CC1(C)CC2CC(C)(CN2S(=O)(=O)c2cccc(C(=O)O)c2)C1 (configuration not stated),33.4%[activator],14.2%,nt,nt,45.5%[activator],nt
COc1ccc(NC(=O)CSc2nc3nc(C)cc(C)c3c(=O)[nH]2)cc1,11.0%,6.3%,-0.7,1.7,3.0%,nt
O=C1C(c2ccc(F)cc2)N(Cc2ccc3c(c2)OCO3)C(=O)CN1C1CCCCCC1 (configuration not stated),nt,-10.5%,-5.0,-9.3,-5.3%,-7.1%
O=C(NC1CCSc2ccccc21)c1cccc(Cl)c1 (configuration not stated),?,-13.5%,1.0,-16.2,14.7µM*,nt
CC(C)Sc1nc2c(cnn2-c2ccc(Cl)cc2)c(=O)[nH]1,-68.1%[0.00184 µM],-20.9%,-2.7,-12.6,0.5%,-14.0%
c1csc(CNc2ncnc3ccc(-c4ccc5c(c4)OCO5)cc23)c1,?,nt,nt,nt,?,-13.1%
OCCNc1nc2ccccc2nc1NCCO,49.3%[activator],-11.8%,1.1,29.1,26.9%,-3.4%
Nc1ccccc1C(=O)OCC(=O)N1CCc2ccccc21,197.6%[activator],-6.3%,39.0*,79.1*,nt,0.1%
COc1ccccc1CNS(=O)(=O)c1ccc(-n2cnnn2)c(C)c1,-5.7%,0.4%,-6.6,1.2,13.6%,nt
CCOC(=O)c1c(NC(=O)c2ccn(CC)n2)sc2c1CCC2,6.0%,?,-7.5,-5.1,?,-0.1%
CC(C)(C)NC(=O)C1N(c2cccnc2)C(=O)C2C(C(=O)Nc3ccccc3F)C3(C)C=CC21O3 (configuration not stated),4.9%,-5.0%,-0.8,-1.7,1.4%,5.3%
O=C(NCc1ccccc1)c1ccc(Br)cc1,16.4%,9.4%,10.2,25.4,?,-3.3%
O=[N+]([O-])c1ccc(NCCN2CCOCC2)c([N+](=O)[O-])c1,?,13.4%,-2.4,-5.8,0.0%,1.3%
O=C1C2CC=CCC2C(=O)N1c1ccc(NCCc2cccc(F)c2)c([N+](=O)[O-])c1 (configuration not stated),8.3%,-0.5%,-2.1,-1.5,-38.5%,-2.6%
COc1ccc(Cc2nnc(NC(=O)c3cccc(F)c3)s2)cc1OC,-0.2%,4.6%,0.9,-1.6,-17.9%,0.1%
Cc1cc(Cl)c(OCCCN(C)C)c(Br)c1,-0.5%,-22.7%,-3.1,-8.1,72.9%[activator],-2.1%
O=S(=O)(NCc1ccccn1)c1cc(OCC(F)(F)F)ccc1OCC(F)(F)F,-7.7%,-10.6%,-3.1,0.8,?,-11.5%
CSc1cccc(CNC(=O)C2CCC(=O)N(CC3CCCCC3)C2)c1 (configuration not stated),1.6%,-24.3%,8.2,-26.2,?,nt
O=C(N/N=C/C=C\c1ccco1)c1cccs1,-2.5%,-6.7%,29.2*,82.5*,9.2%,?
C/C=C/C=C/C(=O)OC(C)C(=O)Nc1cc([N+](=O)[O-])ccc1OC (configuration not stated),4.5%,-11.7%,-3.2,17.6,23.2%,-0.2%
O=C(NCCN1CCOCC1)c1ccc2c(c1)ncn2C1CCCCC1,10.8%,-3.8%,-3.2,-12.2,66.4%[activator],-0.7%
COc1c(C(=O)Nc2nccs2)ccc2ccccc12,119.9%[activator],-5.4%,37.8*,93.3*,467.0%[activator],-7.2%
O=c1[nH]c(=O)n(C2CCCO2)cc1F (configuration not stated),-1.6%&0.3%,-8.2%,-2.3&-3.0,-4.5&1.7,-29.2%&7.8%,-4.4%&-3.5%
CCN1CCN(c2ccc(NC(=O)c3ccccc3F)cc2Cl)CC1,109.0%[activator],?,19.3*,115.4*,-13.5%,-5.8%
CCCNC(=O)c1nn2c(C(F)(F)F)cc(-c3ccccc3)nc2c1Br,?,?,1.5,-4.5,9.28µM*,-0.5%
Cc1cc(C)c2c(N)c(C(=O)NN3CC(=O)N(c4cccc(Cl)c4)CC3=O)sc2n1,8.1%,-15.7%,-4.5,-12.0,-0.1%,-6.3%
CCCC(=O)NC(c1ccc(OC)c(OC)c1)c1cc(Cl)c2cccnc2c1O (configuration not stated),9.28µM*,-26.5%,-2.7,1.0,?,-6.4%
Cc1ccc(/C=C/C(=O)N2CCc3ccccc3C2)cc1,nt,17.6%,11.4*,12.3,34.0%[activator],-10.9%
O=C(NCc1ccco1)C(NS(=O)(=O)c1cccc2nsnc12)c1ccccc1 (configuration not stated),27.8%,2.7%,-0.3,15.1,0.0%,-14.4%
O=C(NCCCNC(=O)c1ccco1)c1cccc(F)c1,1.4%,-0.9%,3.2,-19.3,14.7%,-9.4%
CCOC(=O)/C(C#N)=N/Nc1c(S(=O)(=O)Cc2ccco2)csc1C(=O)OC,-1.7%,-2.5%,7.3,-8.9,-15.3%,-3.1%
CCN(CC)S(=O)(=O)c1ccc(-c2cc(C(=O)OC)sc2C(F)(F)F)cc1,?,-11.9%,-2.2,-10.5,?,3.7%
Cc1ccc(-c2cn(CCN)c(-c3ccc(Cl)nc3)n2)cc1,10.4µM*,0.9%,nt,nt,-5.0%,nt
COc1ccc(Cn2nnnc2C(c2cc3cc(C)cc(C)c3[nH]c2=O)N2CCOCC2)cc1 (configuration not stated),1.0%,8.4%,3.5,-4.9,-89.7%,-0.4%
Cc1cccnc1NC(=O)c1ccc([N+](=O)[O-])o1,?,5.0%,1.0,2.2,?,-14.4%
COc1cc(N=Cc2c(O)c3ccccc3oc2=O)c(OC)cc1Cl,2.0%,?,0.6,nt,2.3%,-11.7%

# Reformatted with two lines to a compound: 16 of the compounds above.
# The line under a structure holds: Pf growth 48h | HCV inhibitor | Cycloheximide cs | Shiga inhibitor | Pf growth 96h | Giardia FBPA inh
- O=C(NCCN1CCOCC1)c1ccc2c(c1)ncn2C1CCCCC1
    10.8% | -3.8% | -3.2 | -12.2 | 66.4%[activator] | -0.7%
- COc1c(C(=O)Nc2nccs2)ccc2ccccc12
    119.9%[activator] | -5.4% | 37.8* | 93.3* | 467.0%[activator] | -7.2%
- O=c1[nH]c(=O)n(C2CCCO2)cc1F (configuration not stated)
    -1.6%&0.3% | -8.2% | -2.3&-3.0 | -4.5&1.7 | -29.2%&7.8% | -4.4%&-3.5%
- CCN1CCN(c2ccc(NC(=O)c3ccccc3F)cc2Cl)CC1
    109.0%[activator] | ? | 19.3* | 115.4* | -13.5% | -5.8%
- CCCNC(=O)c1nn2c(C(F)(F)F)cc(-c3ccccc3)nc2c1Br
    ? | ? | 1.5 | -4.5 | 9.28µM* | -0.5%
- Cc1cc(C)c2c(N)c(C(=O)NN3CC(=O)N(c4cccc(Cl)c4)CC3=O)sc2n1
    8.1% | -15.7% | -4.5 | -12.0 | -0.1% | -6.3%
- CCCC(=O)NC(c1ccc(OC)c(OC)c1)c1cc(Cl)c2cccnc2c1O (configuration not stated)
    9.28µM* | -26.5% | -2.7 | 1.0 | ? | -6.4%
- Cc1ccc(/C=C/C(=O)N2CCc3ccccc3C2)cc1
    nt | 17.6% | 11.4* | 12.3 | 34.0%[activator] | -10.9%
- O=C(NCc1ccco1)C(NS(=O)(=O)c1cccc2nsnc12)c1ccccc1 (configuration not stated)
    27.8% | 2.7% | -0.3 | 15.1 | 0.0% | -14.4%
- O=C(NCCCNC(=O)c1ccco1)c1cccc(F)c1
    1.4% | -0.9% | 3.2 | -19.3 | 14.7% | -9.4%
- CCOC(=O)/C(C#N)=N/Nc1c(S(=O)(=O)Cc2ccco2)csc1C(=O)OC
    -1.7% | -2.5% | 7.3 | -8.9 | -15.3% | -3.1%
- CCN(CC)S(=O)(=O)c1ccc(-c2cc(C(=O)OC)sc2C(F)(F)F)cc1
    ? | -11.9% | -2.2 | -10.5 | ? | 3.7%
- Cc1ccc(-c2cn(CCN)c(-c3ccc(Cl)nc3)n2)cc1
    10.4µM* | 0.9% | nt | nt | -5.0% | nt
- COc1ccc(Cn2nnnc2C(c2cc3cc(C)cc(C)c3[nH]c2=O)N2CCOCC2)cc1 (configuration not stated)
    1.0% | 8.4% | 3.5 | -4.9 | -89.7% | -0.4%
- Cc1cccnc1NC(=O)c1ccc([N+](=O)[O-])o1
    ? | 5.0% | 1.0 | 2.2 | ? | -14.4%
- COc1cc(N=Cc2c(O)c3ccccc3oc2=O)c(OC)cc1Cl
    2.0% | ? | 0.6 | nt | 2.3% | -11.7%
